High-throughput results from PubChem.
AmpC inh detg – blocks E. coli AmpC beta-lactamase in detergent assay; P00811; Potency, µM (doses to about 114 µM), for inactives: top-dose activity change, negative = inhibition, usual class: inhibitors; AmpC hydrolysis of nitrocefin, absorbance 480 nm, 0.01% Triton; 370,000 tested, 0.041% active; AID 485294;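 further: potency means the concentration at half of the fitted maximal effect; 0% = no-compound wells and -100% = no-enzyme wells; nearly all actives have a fitted effect of over 25% in size; some results filed as inactive show a strong effect at the top dose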
Target sequence (P00811 whole entry, looked up): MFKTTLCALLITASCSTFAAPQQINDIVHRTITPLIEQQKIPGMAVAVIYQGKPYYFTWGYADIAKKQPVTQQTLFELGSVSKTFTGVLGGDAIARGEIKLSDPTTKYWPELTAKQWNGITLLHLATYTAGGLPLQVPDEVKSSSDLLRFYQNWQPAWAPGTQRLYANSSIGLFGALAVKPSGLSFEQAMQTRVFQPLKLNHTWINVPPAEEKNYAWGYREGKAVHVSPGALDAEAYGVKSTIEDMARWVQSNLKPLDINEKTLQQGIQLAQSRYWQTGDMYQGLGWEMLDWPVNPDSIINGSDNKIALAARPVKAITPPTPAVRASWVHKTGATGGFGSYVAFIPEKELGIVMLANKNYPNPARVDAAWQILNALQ
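20 mM phosphate pH 7.0 + 0.01% (detergent screen) or 0.0001% Triton X-100; 5.3 nM AmpC reagent; cpd preinc 15 min RT; nitrocefin (800 uM stock) to start; A480 q20 s × 4 min; Activity was normalised to no-enzyme and no-compound control wells.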
Giardia FBPA inh – Giardia lamblia aldolase inhibition | Potency, µM (titrated, usually from 59.6 µM), for inactives: at the top dose activity, negative = inhibition, actives largely listed as inhibitors | AID 2451 | purified Giardia FBPA | 290,000 tested, 0.71% active | A8B2U2; further: potency means the concentration at half of the fitted maximal effect; nearly all actives have a fitted effect of over 55% in size
Target sequence (A8B2U2 whole entry, looked up): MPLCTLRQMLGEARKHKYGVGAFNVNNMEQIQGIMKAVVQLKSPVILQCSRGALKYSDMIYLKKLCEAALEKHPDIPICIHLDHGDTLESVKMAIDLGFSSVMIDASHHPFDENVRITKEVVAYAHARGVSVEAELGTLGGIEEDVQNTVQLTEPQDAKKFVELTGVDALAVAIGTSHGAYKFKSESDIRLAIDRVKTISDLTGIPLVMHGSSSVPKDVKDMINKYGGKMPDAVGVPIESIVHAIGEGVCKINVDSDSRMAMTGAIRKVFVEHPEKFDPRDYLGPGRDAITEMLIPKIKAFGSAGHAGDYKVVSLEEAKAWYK
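Giardia FBPA (40 nM reagent) was preincubated 10 min at RT with compound (up to 57.5 uM final), then substrate plus GAPDH/TPI/NAD/arsenate coupling system with diaphorase/resazurin was added; resorufin fluorescence (525/598 nm) was read after 20 min.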
AmpC no deterg – AmpC beta-lactamase inhibition without detergent | P00811 | AmpC nitrocefin hydrolysis, absorbance 480 nm, 0.0001% Triton | Potency, µM (titrated, usually from 57.1 µM), for inactives: at the top dose activity change, negative = inhibition, actives largely listed as inhibitors | 330,000 tested, 0.52% active | AID 485341;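 further: potency means the concentration at half of the fitted maximal effect; plate controls were no compound for no effect and no enzyme for full effect; nearly all actives have a fitted effect of over 20% in size; some results filed as inactive show a strong effect at the top dose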
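AmpC (5.3 nM in the dispensed reagent) in 20 mM phosphate pH 7.0 with 0.01% (detergent screen) or 0.0001% Triton X-100 was preincubated with compounds for 15 min at room temperature. Nitrocefin was then added from an 800 uM solution, and hydrolysis was followed at 480 nm.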
AMA1 RON2 block – AMA1-RON2 (P. falciparum) interaction inhibition. AlphaScreen AMA1-biotinylated RON2 peptide binding. Potency, µM (top dose mostly 58.2 µM), inactives show top-dose activity change, negative = inhibition, most hits filed as inhibitors. 360,000 tested, 0.2% active. AID 720542;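 further: potency means the concentration at half of the fitted maximal effect; 0% = vehicle wells and -100% = peptide control; nearly all actives have a fitted effect of over 45% in size; some results filed as inactive show a strong effect at the top dose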
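AMA1 (3D7) with his tag at 25 nM final met compounds first, then biotinylated RON2 peptide at 25 nM; detection used donor plus acceptor beads, 10 µg/mL apiece, read by AlphaScreen after 30 min at room temperature.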
HCMV antiviral – inhibitors of human cytomegalovirus | HFF cells, HCMV-luciferase reporter, 72 h; active compounds read low | activity change, negative = inhibition, % at 57.5 µM | 410,000 tested, 4.5% active | AID 1259415; in the data active means activity change below about -60%; inconclusive means no clear call, values can overlap the other calls; inactive means above about -39%
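Steps: HFFs plated, 16 h 37C; compounds added; HCMV-luciferase added to MOI 1 PFU/cell; 72 h 37C; OneGlo reagent, 5 min room temperature; luminescence read, normalized to controls.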
Sm TGR inh – inhibitors of Schistosoma mansoni thioredoxin glutathione reductase. Q962Y6. purified TGR, DTNB reduction, TNB absorbance 405 nm. Potency, µM (highest dose often 114 µM), without a hit: at the highest dose activity change, negative = inhibition, usual class: inhibitors. 360,000 tested, 3% active. AID 485364; further: potency means the concentration at half of the fitted maximal effect; nearly all actives have a fitted effect of over 60% in size
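TGR 20 nM + NADPH 100 uM (dispensed conc.), cpd preinc 15 min RT; start with NADPH (500 uM addition) then DTNB (15 mM addition). Kinetic TNB absorbance, 405 nm filter. Four-parameter Hill fit across titration.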
The depositor's hits bear a star; ? = inconclusive; . = not tested or not shown; & = joins results of further samples; [ ] = another dose, or the depositor's remark. Unless noted, the call rests on the fitted dose curve; in most records, active means well fitted curve in the direction sought with a large enough effect; inconclusive means small, poorly fitted or top-dose-only effect, or another doubt; inactive means no such curve, though single readings can be large; an effect the other way counts as inactive or inconclusive. Unless noted, on the % scale 0 is the no-effect control and ±100 the full control effect. An unsorted share of the library; overall some 7.8% were active at least once.

SMILES	AmpC inh detg	Giardia FBPA inh	AmpC no deterg	AMA1 RON2 block	HCMV antiviral	Sm TGR inh
COc1ccc(N(CC(=O)N2CCCCCC2)S(=O)(=O)c2ccccc2)cc1	2.4%	3.0%	42.9%	-2.5%	?	-3.0%
CN=C1SC(C(=O)O)CC(=O)N1C (centres undefined)	-13.9%	13.5%	-15.8%	-14.1%	1.3	-4.0%
CCC(Sc1ncccc1C(=O)O)C(=O)N1CCCC1 (centres undefined)	0.6%	?	-9.8%	5.7%	2.3	-30.9%
CCCc1[nH]n(-c2nc3ccccc3s2)c(=O)c1C=NCCN1CCOCC1	?	2.9%	-11.7%	44.9%[activator]	59.3	?
CCOc1ccc(NC(=O)c2oc3ccccc3c2NC(=O)c2ccc(OC)cc2OC)cc1	8.0%	.	.	.	-2.8	1.7%
O=C1c2ccc(-c3ccc(Cl)c(C(F)(F)F)c3)cc2S(=O)(=O)c2cccc(C(=O)N3CCN(c4ncc(Br)cn4)CC3)c21	.	.	-19.7%	-8.4%	13.0	.
CCOc1ccc(/C=N\NC(=O)c2c(C)nc3cc(C)ccn23)cc1	?	6.0%	-4.4%	7.9%	-14.3	-12.2%
COc1ccccc1N1CCN(C(=O)C(CC(C)C)NC(=O)C2CCCCC2)CC1 (centres undefined)	7.1%	16.4%	106.1%[activator]	-2.6%	-17.0	4.0%
Cc1ccccc1CNC(=O)c1oc2c(c1C)-c1[nH]ncc1CC2	0.0%	.	.	.	9.5	-13.8%
COc1cccc(C(=O)NCc2nc(-c3ccccc3)no2)c1OC	-2.5%	.	.	.	8.3	0.9%
CC(=O)Nc1nnc(CSCc2ccc(F)cc2)s1	-10.3%	6.2%	-38.4%	6.2%	26.8	6.2%
C=CCN(CC=C)C(=O)c1ccncc1	-6.8%	-1.9%	-18.5%	-1.4%	47.3	8.1%
c1ccc2c(c1)OCC(C1=NCCN1)O2 (centres undefined)	-11.8%	-7.5%&-1.2%	-32.3%	71.8%[activator]	3.6	-23.0%
COc1cccc(OCC(=O)NNC(=S)Nc2ccc(Cl)cc2Cl)c1	-2.7%	15.6%	?	93.9%[activator]	-35.5	15.8%
Cc1nc2sc(C(c3ccccc3)N3CCN(C(=O)c4ccco4)CC3)c(O)n2n1 (centres undefined)	?	-5.9%	1.4%	2.2%	-7.2	1.2%
O=C(Cn1ccc2cc(S(=O)(=O)N3CCCC3)ccc21)NCc1ccccc1Cl	-0.3%	.	.	.	-4.9	2.7%
COc1ccc(NS(=O)(=O)c2cc(NC(=O)CC(=O)c3ccc([N+](=O)[O-])cc3)ccc2C)cc1	0.5%	0.1%	15.8µM*	0.0%	-28.9	9.4%
FC(F)(F)C(F)(F)C(F)(F)c1nnc2ccc(N3CCOCC3)nn12	-2.2%	-4.6%	40.5%	-6.7%	2.7	-13.4%
CCOC1=C/C(=C/c2c(N)n3oc(C)cc3nc2=O)C=CC1=O	-0.2%	-9.9%	-21.6%	.	.	-6.9%
CC1CCN(C(=O)Cc2nn(C)c(=O)c3ccccc23)CC1	2.9%	5.8%	-0.6%	2.7%	?	8.5%

Looked up above:
Result of CN=C1SC(C(=O)O)CC(=O)N1C (centres undefined) in AMA1 RON2 block: -14.1%
Result of COc1ccc(N(CC(=O)N2CCCCCC2)S(=O)(=O)c2ccccc2)cc1 in AmpC no deterg: 42.9%
Result of COc1ccccc1N1CCN(C(=O)C(CC(C)C)NC(=O)C2CCCCC2)CC1 (centres undefined) in Giardia FBPA inh: 16.4%

New compounds follow.
SMILES	AmpC inh detg	Giardia FBPA inh	AmpC no deterg	AMA1 RON2 block	HCMV antiviral	Sm TGR inh
COc1ccc(S(=O)(=O)N2CCCCCC2)cc1Br	1.4%	8.2%	1.5%	13.4%	-6.6	12.4%
CCOc1ccc(OCC)c(S(=O)(=O)N2CCN(c3cccc(C)c3C)CC2)c1	1.1%	.	.	.	-6.4	6.6%
CCOC(=O)c1ccc(N2CN(C3CCCCC3)CNC2=S)cc1	-12.3%	-4.9%	3.0%	-6.8%	1.5	8.3%
Cc1ccc(S(=O)(=O)N(C)C)cc1NC(=O)CSc1nc2ncc(Cl)cc2[nH]1	-15.4%	.	-32.9%	22.9%	4.8	-0.5%
O=C(NC1CCCCC1)C1CC(=O)N(c2cccc([N+](=O)[O-])c2)C1 (centres undefined)	5.5%	9.5%	-18.3%	-7.5%	-22.9	-1.6%
N#Cc1c(-c2ccccc2)nc2n1CCS2	-1.4%	2.8%	-12.5%	-1.9%	-20.9	.
COc1ccc(C(=O)CSC2=NS(=O)(=O)c3cc(Cl)ccc3N2)cc1	?	.	-22.6%	-9.0%	-7.3	-3.8%
CCCCCCCC(=O)N/N=C/c1ccc(Br)cc1	-5.2%	7.9%	-5.9%	1.6%	-34.6	-34.5%
Cc1nc(-c2nnc(SCC(=O)Nc3ccc(Cl)cc3)n2C)cs1	0.3%	2.1%	-13.0%	-8.0%	?	1.6%
COc1ccc(OC)c(N2C(=O)CC(Cc3ccc(Cl)cc3)C2=O)c1 (centres undefined)	-13.4%	0.0%	11.7%	8.1%	-4.6	5.3%
COc1ccc(/C=N/NC(=O)CCCOc2ccc(Cl)cc2Cl)cc1[N+](=O)[O-]	1.5%	-0.6%	-1.7%	22.2%	-28.8	10.0%
Cc1noc(C)c1S(=O)(=O)N1CCCC(C(=O)Nc2nccs2)C1 (centres undefined)	-0.2%	3.4%	-11.8%	-7.5%	-2.7	0.0%
COc1ccc(C)cc1NS(=O)(=O)c1ccc(NS(=O)(=O)c2ccc(NC(C)=O)cc2)cc1	-9.3%	28.5%	-48.5%	5.6%	16.0	1.1%
CS(=O)(=O)N1CCCC(C(=O)NCCCN2CCc3ccccc3C2)C1 (centres undefined)	-6.0%	?	-0.7%	0.2%	-3.7	-14.0%
CCOC(=O)Cc1csc(SCC(=O)NC2CCC(C)CC2)n1 (centres undefined)	0.7%	.	-2.3%	58.8%[activator]	-13.3	-14.0%
O=C(C[n+]1ccccc1)NNc1ccccc1	-8.7%	.	-22.4%	-21.0%	55.1	?
O=C(Nc1cccc(Cl)c1)Nc1nccs1	2.6%&8.1%	-1.1%&1.7%	-27.8%&-37.5%	20.6%	-7.9	-16.7%&12.4%
Cc1cc(=O)oc2cc(OCC(=O)OCC(=O)N(C)C3CCS(=O)(=O)C3)ccc12 (centres undefined)	-6.9%	6.9%	34.6%	-3.5%	-17.8	11.4%
COc1ccc(NC(C)=O)c(C)c1	4.6%	1.3%	-17.6%	9.3%	5.1	12.0%
Cc1onc(-c2c(F)cccc2Cl)c1C(=O)N1CCOC12CCCCC2	2.8%	3.8%	1.7%	-0.8%	-7.2	-2.6%
CN(C(=O)COc1ccc(S(=O)(=O)N2CCOCC2)cc1[N+](=O)[O-])C1CCS(=O)(=O)C1 (centres undefined)	-3.2%	3.3%	-16.3%	-7.4%	-17.1	0.5%
COc1c(F)c(F)c(C(=O)O)c(Nc2cccc(C)c2)c1F	0.7%	18.9%	-20.8%	-11.4%	31.0	-11.8%
N#Cc1c(NC(=O)c2ccc(N3CCOCC3)c([N+](=O)[O-])c2)sc2c1CCCC2	-6.8%	1.4%	-15.8%	23.1%	?	-6.1%
COC(=O)c1nnn(-c2ccc(F)c(Cl)c2)c1C(=O)OC	5.9%	6.6%	-0.3%	-5.2%	-4.0	9.6%
O=C(NC(=O)c1ccc(F)cc1)Nc1ccc(-c2cc(C(F)(F)F)nn2-c2ccccc2)cc1	-1.6%	.	.	.	-0.5	4.7%
CC(C)C(NC(=O)c1ccc(C(C)(C)C)cc1)C(=O)O (centres undefined)	-4.9%	5.5%	-23.3%	14.6%	54.6	29.2%
Cc1cc(-c2ccc(C)c(S(=O)(=O)N3CCN(c4cccc(C(F)(F)F)c4)CC3)c2)on1	2.6%	.	.	.	?	9.2%
O=C(NCc1ccc2c(c1)OCO2)c1cc(COc2c(F)cccc2F)on1	-3.1%	-4.8%	-4.0%	23.2%	-24.5	4.0%
Cc1cnc(C(=O)OCC(=O)Nc2ccc(C)c(S(=O)(=O)N3CCCCCC3)c2)cn1	-1.8%	3.8%	103.6%[activator]	-6.7%	-28.8	3.4%
CCOc1ccc(CCNC(=O)COC(=O)CCC(=O)c2cccs2)cc1OCC	-12.2%	.	65.2%[activator]	-9.8%	36.2	0.0%
Cc1cnc(C(=O)Nc2nccs2)cn1	-8.7%	19.9µM*	-5.7%	17.6%	12.8	-2.6%
CCOC(=O)C1CCN(C(=O)c2[nH]c3ccc(OC)cc3c2C)CC1	-15.6%	16.4%	4.0%	-6.9%	-1.5	-2.1%
CCOc1cc(C(=O)Nc2cccc(OCC(=O)N3CCOCC3)c2)cc(OCC)c1OCC	-7.0%	0.4%	37.4%	14.8%	-2.8	-2.8%
COc1cc(C2C(C(=O)c3sc(C)nc3C)=C(O)C(=O)N2CCN(C)C)cc(OC)c1OC (centres undefined)	?	0.7%	-2.9%	2.8%	-0.9	-3.5%
Cc1ccc(C(=O)N/C(=C/c2ccco2)C(=O)Nc2cccc(C)c2)cc1	-10.0%	-19.2%	-51.5%	19.0%	33.4	?
Cc1ccc(C)c(S(=O)(=O)NCCc2csc(-c3ccc(Cl)cc3)n2)c1	21.9%	.	.	.	-24.5	0.9%
COc1ccccc1C(=O)CSc1nccn1C	?	-27.1%	-19.3%	-4.0%	2.8	6.4%
O=C(Nc1ccc(NS(=O)(=O)c2ccccc2)cc1)c1cccnc1	3.3%	-3.6%	-16.1%	-0.8%	55.0	-3.9%
O=C(Cc1ccc(F)cc1)NCCc1csc(-c2ccc(C(F)(F)F)cc2)n1	5.9%	.	.	.	-28.2	-5.2%
CNCCc1ccccn1	3.7%	-14.9%	-35.8%	-2.0%	35.8	3.8%
O=C(CNC(=O)c1ccc(Br)cc1)NC1CC1	-10.3%	.	-8.7%	12.0%	-4.0	-22.7%
COc1ccc(CN=C2NC(=O)CC(C(=O)Nc3cc(C)cc(C)c3)S2)cc1 (centres undefined)	-8.0%	2.6%	27.1%	-2.4%	35.4	-1.3%
Cc1ccsc1/C=N/NC(=O)c1ccc(-n2cccc2)cc1	-1.2%	3.5%	-43.3%	34.0%[activator]	-16.8	29.6%
C/C(=N\Nc1nccnc1Cl)c1ccc(F)cc1	-7.7%	?	-9.8%	41.5%[activator]	5.8	52.1%[activator]
O=C(NCCc1ccc(Cl)cc1)C(=O)c1c[nH]c2ccccc12	2.0%	3.6%	-28.6%	9.6%	47.9	-8.2%
O=C(Nc1cc(S(=O)(=O)N2CCCCC2)ccc1N1CCOCC1)c1ccc(C(F)(F)F)cc1	3.9%	.	68.2%[activator]	10.3%	-25.5	0.3%

A section taken from the entries so far, as a working copy:
SMILES	AmpC inh detg	Giardia FBPA inh	AmpC no deterg	AMA1 RON2 block	HCMV antiviral	Sm TGR inh
O=C(CNC(=O)c1ccc(Br)cc1)NC1CC1	-10.3%	.	-8.7%	12.0%	-4.0	-22.7%
COc1ccc(CN=C2NC(=O)CC(C(=O)Nc3cc(C)cc(C)c3)S2)cc1 (centres undefined)	-8.0%	2.6%	27.1%	-2.4%	35.4	-1.3%
